GASC-1 inh: inhibitors of human GASC-1 (JMJD2C) demethylase. Q9H3R0. GST-JMJD2C(1-420) H3K9me3 demethylation, DELFIA europium. inhibition, % at 2.35 µM. 330,000 compounds, 0.069% hits. AID 2099;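 active = more than half of a compound's replicate wells show inhibition beyond 50%, single wells judged on their own value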;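 also: signal counts dimethyl H3K9 product captured on neutravidin plate; 0% = median of DMSO wells and 100% = 0.3 times that DMSO median; strong numbers were not always called active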
GRK2 inh: human GRK2 inhibition via aptamer displacement | P25098 | bead flow cytometry, FAM-aptamer displacement from GRK2 | inhibition of aptamer binding, % at 10 µM | 330,000 compounds, 0.59% hits | AID 488847;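 active = inhibition of aptamer binding above 40%, roughly 3 SD of noise, on plates passing a quality check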;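 also: median bead fluorescence of bound FAM aptamer so fluorescent compounds give negative values; no value below 0 was filed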
Fh CTSL1 inh: blocks F. hepatica cathepsin L1 in PFM18AAP counter-screen | 300,000 compounds, 0.49% hits | recombinant F. hepatica cathepsin L1, Z-Leu-Arg-MCA fluorescence | inhibition, % at 5.96 µM;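 active = inhibition above the mean of all tested compounds plus 3 SD, set per screening campaign, cut at about 17% in these data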;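 also: 0% = plate median of test compound wells and 100% = 1 µM Z-Phe-Ala-diazomethylketone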
core dimer inh: HCV core protein dimerization inhibition; TR-FRET GST/Flag-core106 dimerization, 1536-well; 300,000 compounds, 0.33% hits; inhibition, % at 5 µM;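 active = inhibition above the mean of all tested compounds plus 3 SD, set per screening campaign, cut at about 45% in these data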
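Assay system: Tagged HCV core106 pair (GST and Flag) | Buffer or medium: KF-containing HEPES buffer, pH 7.45, DTT, CHAPS, BSA | Also added: Eu donor and XL665 acceptor anti-tag antibodies | Dosing: One concentration, 5 µM, in 0.5% DMSO | Timing: 4 h at 22.5 °C | Technique: TR-FRET 671 and 617 nm emission | Repeats: Singlicate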
procasp3 activ: activators of human procaspase-3. activation, % at 8.5 µM. recombinant procaspase-3 D3A, Ac-DEVD-pNA absorbance 405 nm. 330,000 compounds, 0.11% hits. AID 463141;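 active = activation above the mean of all tested compounds plus 3 SD, cut at about 21% in these data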;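 also: 0% = DMSO alone and 100% = DMSO wells spiked with extra 5 µM PC-3 D3A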
Target sequence (P42574 whole entry D9A/D28A/D175A): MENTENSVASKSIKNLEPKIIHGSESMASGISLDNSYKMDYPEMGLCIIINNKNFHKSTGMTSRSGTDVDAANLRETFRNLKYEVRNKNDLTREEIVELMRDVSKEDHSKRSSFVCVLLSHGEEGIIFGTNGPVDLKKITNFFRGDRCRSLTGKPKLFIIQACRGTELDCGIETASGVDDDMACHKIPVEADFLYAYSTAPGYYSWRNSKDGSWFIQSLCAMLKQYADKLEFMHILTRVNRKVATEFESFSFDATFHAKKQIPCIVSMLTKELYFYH
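Assay system: Procaspase-3 D3A mutant, all three cleavage aspartates alanine. Buffer or medium: Zinc-free HEPES saline buffer with Triton X-100. Times: 1 h compound preincubation, 2 h substrate hydrolysis at 25 °C. Measured by: 405 nm absorbance of p-nitroaniline, reads at 0 and 120 min. Read-out basis: percent activation relative to control range. Replicates: singlicate.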
PP1 inh: blocks human PP1-alpha phosphatase, a PP5 counter-screen. P62136. purified PP1alpha, OMFP fluorescence. AID 2235. inhibition, % at 6.7 µM. 320,000 compounds, 0.9% hits;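 active = inhibition above the mean inhibition of all tested compounds plus 3 SD, computed separately for each screening campaign, cut at about 15% in these data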
Target sequence (P62136 whole entry, looked up): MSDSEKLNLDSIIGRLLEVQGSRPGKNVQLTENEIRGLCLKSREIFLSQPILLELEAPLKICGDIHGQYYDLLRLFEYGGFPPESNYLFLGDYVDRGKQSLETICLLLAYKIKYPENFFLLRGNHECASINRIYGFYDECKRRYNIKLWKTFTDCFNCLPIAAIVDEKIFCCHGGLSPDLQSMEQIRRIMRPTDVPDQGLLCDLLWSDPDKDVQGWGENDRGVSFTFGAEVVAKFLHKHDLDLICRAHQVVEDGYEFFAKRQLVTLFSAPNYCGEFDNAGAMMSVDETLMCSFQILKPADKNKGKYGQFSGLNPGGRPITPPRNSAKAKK
proCasp7 act: counter-screen: procaspase-7 (human) activation. P55210. recombinant procaspase-7, Ac-DEVD-pNA absorbance 405 nm; D23A/D198A/D206A triple mutant, cannot self-cleave; scale: DMSO 0, 5 µM enzyme 100. activation, % at 8.5 µM. 330,000 compounds, 0.093% hits. AID 463210;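 active = percent activation above the screen-wide mean plus 3 SD, cut at about 25% in these data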
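System: Uncleavable procaspase-7 mutant enzyme; Amount: 2 µM procaspase-7 mutant as dispensed; Schedule: 1 h compound preincubation, 2 h substrate cleavage, 25 °C; Measured by: 405 nm absorbance of p-nitroaniline; Evaluation: percent activation from buffer-corrected 0–120 min absorbance change; Control set: low DMSO alone, high DMSO plus 5 µM PC-7.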
PP5 primary: blocks human protein phosphatase 5 activity; purified PP5c, OMFP substrate fluorescence; P53041; inhibition, % at 6.7 µM; 320,000 compounds, 0.18% hits; AID 1987;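 active = inhibition above the campaign's mean inhibition across all tested compounds plus 3 SD, cut at about 9.5% in these data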;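 also: 0% = DMSO only and 100% = 100 µM cantharidin control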
Target sequence (P53041 whole entry, looked up): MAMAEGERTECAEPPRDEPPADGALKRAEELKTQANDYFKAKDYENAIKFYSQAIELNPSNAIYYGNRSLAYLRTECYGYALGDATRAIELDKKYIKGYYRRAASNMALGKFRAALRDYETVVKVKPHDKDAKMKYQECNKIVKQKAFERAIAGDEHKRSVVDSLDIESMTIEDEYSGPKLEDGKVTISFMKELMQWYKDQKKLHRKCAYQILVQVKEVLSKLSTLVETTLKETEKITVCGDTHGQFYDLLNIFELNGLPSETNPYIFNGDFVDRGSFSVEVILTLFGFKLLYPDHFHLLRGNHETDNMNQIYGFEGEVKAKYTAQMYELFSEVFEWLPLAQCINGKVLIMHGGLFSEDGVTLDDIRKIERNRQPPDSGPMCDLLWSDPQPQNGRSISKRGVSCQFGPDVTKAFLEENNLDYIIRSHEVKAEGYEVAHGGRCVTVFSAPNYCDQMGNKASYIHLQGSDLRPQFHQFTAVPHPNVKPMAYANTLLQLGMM
VLA-4 inh: inhibition in a human VLA-4 binding assay. P13612. VLA-4 expressing cells, ligand binding flow cytometry. inhibition, % (about 7 µM as worked out from the volumes in the protocol). 330,000 compounds, 0.2% hits. AID 2557; in the data active = inhibition above about 50%
* = called active by the depositor; nt = not tested or not shown; & = joins results of further samples.

SMILES	GASC-1 inh	GRK2 inh	Fh CTSL1 inh	core dimer inh	procasp3 activ	PP1 inh	proCasp7 act	PP5 primary	VLA-4 inh
NC(=O)c1c(NC(=O)CSc2nc3c(c(C(F)(F)F)n2)CCc2ccccc2-3)sc2c1CCCC2	-5	0	-2	2	8	-1	-10	-0.7	-15
CC(=O)OC1COC(N2CCc3cc(Br)c([N+](=O)[O-])cc32)C(OC(C)=O)C1OC(C)=O (configuration not stated)	13	0	-3	8	4	-1	9	1.3	2
Cc1ccc(N2C(=O)CN(Cc3cccs3)C2=S)cc1C	1	3	-1	-2	3	-3	-1	1.4	-5
Cc1cccc(C(=O)NCC(c2cccs2)N2CCOCC2)c1 (configuration not stated)	-12	6	-1	-5	6	-2	10	0.1	13
Cc1ccsc1C(=O)OCC(=O)N1CCN(c2ccccc2)CC1	1	0	nt	nt	4	nt	-2	nt	1
COc1ccc(N(C)C(=O)c2cnc(N3CCN(c4ncccn4)CC3)c3ccccc23)cc1	-1	1	4	12	4	-1	9	-0.8	5
O=C(Cn1nc(-c2ccccc2)ccc1=O)N1CCCCC1	2	1	4	-9	-4	-2	7	2.6	11
Cc1ccc(CN2CCN(Cc3ccc4ncccc4c3)CC2CCO)cc1 (configuration not stated)	-16	0	-6	-3	0	1	2	3.3	7
Cn1ccnc1Sc1ccc(C(N)=O)cc1[N+](=O)[O-]	0	1	0	-10	-2	-8	-4	-1.1	-3
Cc1cc(NC(=O)COc2coc(CN3CCN(c4ccccc4)CC3)cc2=O)no1	0	0	-4	1	11	-3	6	-1.3	-8
CC(=O)NC(Cc1ccccc1)C(=O)NC(Cc1ccccc1)C(=O)O (configuration not stated)	-2	1	3	-12	9	-5	1	1.8	-8
O=C1CCC(=O)N1CN(C(=O)c1ccco1)c1ccccc1	-24	2	5	1	3	0	5	-1.3	0
CCOC(=O)c1cc(NC(=O)Cc2ccc(S(=O)(=O)N3CCOCC3)s2)cc(C(=O)OCC)c1	13	0	15	5	11	1	2	6.0	-6
Cc1ccc(C(=O)NS(=O)(=O)c2ccc(C)cc2)cc1	11	8	-1	-3	8	1	0	-1.5	1
O=C(CN1C(=O)C2CC=CCC2C1=O)Nc1ccccc1N1CCCC1 (configuration not stated)	4	0	0	-4	-2	-4	16	-0.3	0
Cc1ccc(CNC(=O)Cn2ccc(NC(=O)OCc3ccccc3)nc2=O)o1	1	3	nt	nt	10	-1	4	-0.9	0
O=C(Nc1ccccc1C(=O)O)c1ccc(N2C(=O)C3CC=CCC3C2=O)cc1 (configuration not stated)	9	4	0	-1	-4	2	3	-0.1	-10
O=C(COC(=O)c1cccc(-n2cnnn2)c1)c1ccc(F)cc1	0	1	0	3	-4	-7	9	-1.8	41
CCCN(CCC)S(=O)(=O)c1ccc(C(=O)OCCN2C(=O)c3cccc4c(N5CCOCC5)ccc(c34)C2=O)cc1	-6	10	-4	-1	-10	0	0	-0.7	-47
O=C(c1cccc(Cl)c1)N1CCN(C(=O)c2ccco2)CC1	-5	0	-1	-2	8	1	0	1.1	5
Cc1cccc(N(C(=O)c2snc(C(N)=O)c2N)C(C(=O)NC2CCCC2)c2ccncc2)c1 (configuration not stated)	-11	3	3	11	4	5	-5	-0.4	6
COc1ccc(/C=N/NC(=O)c2cc(C)n(-c3ccccc3)c2C)cc1OC	0	0	11	3	-2	-4	-5	-1.2	-4
Cc1nc2ccccc2c(=O)n1NC(=O)c1ccc([N+](=O)[O-])cc1Cl	-8	0	2	2	4	-1	1	-0.1	4
CC1(C)C(=O)C2(CCCC2)C(=O)OC1c1ccco1 (configuration not stated)	1	0	-3	-4	4	-4	3	-0.4	14
CN=C1SC(C(=O)Nc2ccccc2Cl)CC(=O)N1c1ccc(OC(F)(F)Cl)cc1 (configuration not stated)	-20	0	-1	-1	-6	-4	3	0.3	13

Grouped by structure: those above with fluorine (3)
SMILES	GASC-1 inh	GRK2 inh	Fh CTSL1 inh	core dimer inh	procasp3 activ	PP1 inh	proCasp7 act	PP5 primary	VLA-4 inh
NC(=O)c1c(NC(=O)CSc2nc3c(c(C(F)(F)F)n2)CCc2ccccc2-3)sc2c1CCCC2	-5	0	-2	2	8	-1	-10	-0.7	-15
O=C(COC(=O)c1cccc(-n2cnnn2)c1)c1ccc(F)cc1	0	1	0	3	-4	-7	9	-1.8	41
CN=C1SC(C(=O)Nc2ccccc2Cl)CC(=O)N1c1ccc(OC(F)(F)Cl)cc1 (configuration not stated)	-20	0	-1	-1	-6	-4	3	0.3	13

Next entries
SMILES	GASC-1 inh	GRK2 inh	Fh CTSL1 inh	core dimer inh	procasp3 activ	PP1 inh	proCasp7 act	PP5 primary	VLA-4 inh
O=C(CNC(=O)c1ccccc1Br)N/N=C/c1ccc(O)cc1	16	10	-2	-1	-1	-4	4	-0.4	2
N#Cc1c(NC(=O)c2ccco2)sc2c1CCC2	-1	6	2	17	-5	-1	-8	0.2	17
COc1cc(/C=C\C(=O)Nc2cc(=O)n(C)c(=O)n2C)cc(OC)c1OC	-19	2	-6	3	8	-8	5	-1.7	4
CCSc1ncnc2c1oc1ccccc12	1	0	-1	-1	1	7	-4	-1.1	1
O=C1/C(=C/c2ccc(F)cc2)SC(=S)N1Nc1ncc(C(F)(F)F)cc1Cl	2	1	-2	18	-4	-4	-2	1.0	-12
CC(C)c1ccc2[nH]c(O)c(N=NC(=S)NCCc3ccccc3)c2c1	17	0	3	11	8	7	-5	4.7	-20
COc1ccc(NC(=O)CN(C)C(=O)c2c(C)nn(Cc3ccc(C)cc3)c2Cl)cc1	14	4	nt	nt	6	0	0	1.8	-8
O=C(C1CCC(=O)N1Cc1cccs1)N1CCOCC1 (configuration not stated)	-5	1	-4	-3	10	-5	3	-2.1	-7
COc1ccc(NC(=O)CSc2nc3[nH]c(=O)cc(O)c3s2)c(OC)c1	-9	1	nt	nt	-11	-3	-14	-1.4	21
CC(C)CN(C(=O)CN(C)CC(=O)Nc1ccc(Cl)c(C(F)(F)F)c1)c1c(N)n(CC(C)C)c(=O)[nH]c1=O	-2	4	nt	nt	8	nt	8	nt	18
CC(=O)NCC1=C(NC(C)=O)C2CC1C(C)(C)C2C (configuration not stated)	-2	0	2	5	5	-5	12	1.1	13
COc1ccc(-n2c(=O)[nH]cc(C(=O)Nc3ccccc3)c2=O)cc1	3	3	0	-7	7	-3	9	-0.4	55*
O=C(COC(=O)c1ccc2c(c1)OCO2)Nc1ncc(Cl)cc1Cl	0	0	-2	-7	1	6	8	3.2	6
COc1ccc(S(=O)(=O)N2CCC[C@H]2C(=O)NC2=NCCS2)cc1	-35	0	-2	-6	-1	-5	12	1.9	3
O=C(CCc1ccccc1)NNC(=O)c1ccc(Br)cc1	-15	4	0	2	1	-2	-8	0.4	-1
COC(=O)c1cc(NC(=O)c2cc(-c3ccc(C(F)(F)F)cc3)oc2C(F)(F)F)ccc1N1CCOCC1	-36	0	2	16	4	-4	-9	2.2	5
COc1cc(OC)c(-n2cc(-c3ccc(Cl)cc3)[nH]c2=O)cc1Cl	-4	0	0	10	-4	-1	3	-0.6	-8
O=C(O)c1cc(S(=O)(=O)NCCOc2ccccc2)ccc1Cl	0	0	nt	nt	8	nt	-2	nt	-16
CN(CCOc1ccc(CC2SC(=O)NC2=O)cc1)c1ccccn1 (configuration not stated)	8&1	1&5	-2&-2	9&-5	0&1	1&3	-7&-6	0.9&1.0	38&6
CCN(C(=O)c1ccco1)c1nnc(-c2ccc(OC)cc2)s1	12	0	-3	9	-5	-4	3	3.1	4
COc1ccc(NC(=O)NCCc2ccc(Cl)cc2)cc1OC	-3	0	1	3	2	-3	-2	-0.8	0
CC1(C)CC(=O)c2sc(N)nc2C1	-11	1	-2	-3	0	1	-1	-1.1	11
CC(C)c1ccc(N(CC(=O)NCc2cccnc2)S(=O)(=O)c2ccccc2)cc1	-5	0	0	-2	5	1	-6	4.1	0
Cc1cccc([C@@H]2[C@@H]3C(=O)N(Cc4ccccc4)C(=O)[C@@H]3[C@]3(Cc4ccc(Cl)cc4)C(=O)N(c4ccccc4)C(=O)N23)c1	-10	5	1	13	2	0	-9	1.3	2
COc1ccc(C(=O)Nc2ccc3nc(C)sc3c2)cc1OC	0	0	-2	1	-4	-4	-2	-1.9	9

Other compounds:
SMILES	GASC-1 inh	GRK2 inh	Fh CTSL1 inh	core dimer inh	procasp3 activ	PP1 inh	proCasp7 act	PP5 primary	VLA-4 inh
C=CCNC(=O)C1=NOC(CNC(=O)c2c(-c3ccccc3Cl)noc2C)C1 (configuration not stated)	-25	0	3	-1	1	-4	1	0.2	11
COc1ccccc1-c1nnc(SCC(=O)OC(C)C)o1	-5	0	4	-1	-2	-11	7	3.0	2
CCCN1C(=O)SC(CC(=O)Nc2ccccc2C)C1=O (configuration not stated)	6	2	4	-1	-3	-2	-12	0.7	-10
Cc1ccc(S(=O)(=O)N2CCCCC2)cc1C(=O)Nc1ccc2cn[nH]c2c1	0	0	5	6	2	2	7	3.0	6
CCc1nn(C(C)C(=O)NC(C)CCc2ccco2)c(=O)c2cc3occc3n12 (configuration not stated)	0	0	1	7	-2	0	-2	-0.4	13
CCOC(=O)c1ccc(N2CSC3=C(C#N)C(c4ccc(OC)cc4OC)CC(=O)N3C2)cc1 (configuration not stated)	5	3	3	12	-20	0	-15	-0.3	16
O=C(NCCc1ccc2c(c1)OCCO2)c1cc(F)cc(F)c1	6	4	-1	1	4	-3	-9	1.9	7
N#Cc1cn(-c2ccccc2)nc1-c1ccc2c(c1)OCCO2	-17	0	-1	19	7	3	-1	-0.2	-1
COc1cccc(CC(=O)Nc2nc(C)cs2)c1	-12	1	4	1	5	-1	-1	-0.5	7
CCOC(=O)Nc1sc(C)c(C)c1C(=O)OCC	-2	6	1	-4	-1	1	-1	4.2	-7
COc1ccc(OCCN2CCN(C(=O)c3ccc(OC)c(OC)c3)CC2)cc1	0	0	-2	11	2	-4	-9	1.8	4
COc1ccc(NC(=O)COC(=O)Cc2coc3cc(OC)ccc23)c(OC)c1	7	0	nt	nt	0	nt	-2	nt	-2
CCOC(=O)C1[C@H]2C(=O)N(CCCOC)C[C@]23C=C[C@H]1O3 (some centres not stated)	13	0	-6	-5	1	-4	-3	2.5	14
COCc1ccc(C(=O)N2CCCC(Nc3ccc(F)c(F)c3)C2)s1 (configuration not stated)	2	0	-3	-1	8	5	6	4.5	23
Cc1cc(C)c(S(=O)(=O)N2CCCC(C(=O)NCc3cccnc3)C2)c(C)c1 (configuration not stated)	-24	2	-2	4	7	2	2	0.6	17
O=C(/C=C\c1ccco1)Nc1nc(-c2ccc3ccccc3c2)cs1	3	nt	0	18	-5	0	10	0.5	-4
CC(=O)Nc1ccc(C(=O)Nc2ccc(S(=O)(=O)N3CCCC3)cc2)cc1	-7	0	-3	-2	-7	-2	3	1.9	-1
Cc1ccc(OCC(=O)NC(=S)Nc2ccc(S(=O)(=O)Nc3cc(C)on3)cc2)c(Br)c1	-19	5	4	21	-4	2	2	1.4	-1
COc1ccc(C(=O)N2CCCCC2C(=O)Nc2ccc(-n3nc(C)cc3C)cc2)o1 (configuration not stated)	3	4	-1	4	8	-6	0	-1.9	9
